Compound activity: PubChem BioAssay, National Center for Advancing Translational Sciences (NCATS)
ELG1 repair inh = blocks ELG1-dependent DNA repair in HEK293T cells. HEK293T ELG1-luciferase reporter, luminescence, 16 h; DNA damage induced by 5-fluorouridine. Potency, µM (series often up to 46.1 µM), for the others: top-dose activity change, negative = inhibition, hits mostly inhibitors. 330,000 compounds, 2.3% hits. AID 504467; also: potency is read from the fitted curve at half-maximal effect; % is scaled to controls: 0 for no effect and ±100 for the full control effect; nearly all actives have a fitted effect of over 55% in size
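Reporter activity after DNA damage by 5-fluorouridine is monitored. Compound-treated cells incubate 16 hr at 37 °C, then ONE-Glo is added for 30 min before luminescence reading.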
TSHR antagonist = antagonists of human thyroid stimulating hormone receptor; P16473; TSHR-expressing cells, TSH-stimulated cAMP HTRF, 2 h; stronger effect = lower value; activity change, negative = inhibition, % at 11.5 µM; 330,000 compounds, 0.2% hits; AID 504810;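 active = activity change below a set negative limit, meaning inhibition stronger than a set level, cut at about -70% in these data; inconclusive = activity change between two set negative limits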; also: % is scaled to controls: 0 for no effect and ±100 for the full control effect
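Read-out is FRET at 665 nm (cryptate excitation 337 nm) from a cryptate-tagged anti-cAMP antibody, competed by cell cAMP against cAMP-d2. Compounds are tested on freshly harvested TSHR cells challenged with 4nM TSH (EC80) for 2 hours at 37 deg C.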
B2AR arrestin = agonists driving beta-arrestin recruitment to human beta2-adrenergic receptor | 330,000 compounds, 0.02% hits | Potency, µM (highest dose often 46.1 µM), without a hit: at the highest dose activation, usual class: activators | AID 492947 | beta-arrestin recruitment to beta2AR, cell-based reporter | P07550;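 also: potency is read from the fitted curve at half-maximal effect; 0% = DMSO controls and full agonism = EC100 isoproterenol or metaproterenol; nearly all actives have a fitted effect of over 65% in size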
Eya2 phos inh = blocks the phosphatase activity of human Eya2. 330,000 compounds, 0.006% hits. recombinant Eya2, OMFP fluorescence dephosphorylation (OMFP is methylfluorescein phosphate). O00167. AID 488837. Potency, µM (series often up to 76.9 µM), for the others: top-dose activity, negative = inhibition, most hits filed as inhibitors; also: potency is read from the fitted curve at half-maximal effect; % is scaled to controls: 0 for no effect and ±100 for the full control effect
Target sequence (O00167 whole entry, looked up): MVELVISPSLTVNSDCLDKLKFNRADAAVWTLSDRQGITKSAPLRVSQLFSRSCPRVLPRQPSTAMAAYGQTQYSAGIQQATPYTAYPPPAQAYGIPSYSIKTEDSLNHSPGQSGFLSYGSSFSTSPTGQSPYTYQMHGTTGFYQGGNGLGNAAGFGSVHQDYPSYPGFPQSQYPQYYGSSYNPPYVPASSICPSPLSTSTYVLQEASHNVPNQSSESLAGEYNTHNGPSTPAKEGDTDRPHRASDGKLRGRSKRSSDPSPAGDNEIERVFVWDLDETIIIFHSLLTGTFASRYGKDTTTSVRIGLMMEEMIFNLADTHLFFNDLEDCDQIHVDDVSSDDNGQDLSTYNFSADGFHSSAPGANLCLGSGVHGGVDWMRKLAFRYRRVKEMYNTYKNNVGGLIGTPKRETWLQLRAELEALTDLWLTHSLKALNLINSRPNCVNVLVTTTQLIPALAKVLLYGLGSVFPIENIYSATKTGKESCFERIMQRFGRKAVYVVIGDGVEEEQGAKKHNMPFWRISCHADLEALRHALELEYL
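Eya2 (0.2 uM) preincubated 10 min at ambient with compound, then OMFP substrate added at 50 uM; 10 min reaction in 50 mM HEPES pH 7.5, 50 mM NaCl, 5 uM MgCl2, 0.05% BSA, 1 mM DTT. Fluorescence read at Ex 485/Em 525 nm.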
BCR signal inh = blocks chronic active B-cell receptor signaling; AID 493014; Potency, µM (highest dose often 46.1 µM), for inactives: at the top dose ratio change, negative = lower green/red ratio, most hits filed as inhibitors; 340,000 compounds, 0.05% hits; ABC-DLBCL IkBa-CBG/CBR reporter, luminescence ratio, 4 h; active = well fitted inhibition curve with a large enough effect in the signal ratio, with a control signal flat, not every such curve was filed as active; inconclusive = small, poorly fitted or top-dose-only effect, or effect the other way, or a change in a side signal; the % refers to the signal ratio;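 also: potency is read from the fitted curve at half-maximal effect; plate controls were basal doxycycline-induced cells for no effect and cells given 10 µM MG132 for full effect; MG132 reads +100%, hits lower the ratio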
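Doxycycline induced both beetle luciferases in TMD8 lymphoma cells; IKK-driven degradation limits the IkappaBalpha-fused green signal, while red luminescence normalises for cell number and nonspecific effects. Compounds tested up to 46 uM, 4 hrs.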
PTAP TSG101 blk = blocks PTAP/TSG101 interaction to inhibit HIV-1 budding; Fluorescence polarization, FITC-PTAP peptide / Tsg101 binding; Potency, µM (series often up to 115 µM), without a hit: at the highest dose activity change, negative = inhibition, most hits filed as inhibitors; 340,000 tested, under 10 active; AID 493005; active = well fitted inhibition curve with a large enough effect in the main read-out, with a control signal flat, not every such curve was filed as active; inconclusive = small, poorly fitted or top-dose-only effect, or effect the other way, or a change in a side signal; inactive = no such curve, though single readings can be large or run the other way; also: potency is read from the fitted curve at half-maximal effect; % of control where 0% means no effect
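Compounds were pin-transferred onto Tsg101 binding domain (10 uM final) in HEPES pH 7.5 buffer, then FITC-PTAP peptide was added at 50 nM final. After 20 min at RT, polarization reported peptide displacement across a qHTS concentration series.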
Mito fusion act = blocks mitochondrial division or promotes mitochondrial fusion | S. cerevisiae fusion-defective mutant growth rescue, CellTiterGlo 48 h | Potency, µM (titrated, usually from 46.1 µM), without a hit: at the top dose growth rescue (activation), usual class: activators | 320,000 compounds, 0.23% hits | AID 485298;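 also: potency is read from the fitted curve at half-maximal effect; % of control where 0% means no effect; nearly all actives have a fitted effect of over 45% in size; temperature-sensitive fusion mutants such as fzo1-1 at 37 °C on non-fermentable ethanol glycerol medium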
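Yeast fusion mutant, YPEG (non-fermentable carbon), compound, 48 h at 37C non-permissive; CellTiterGlo added, 10 min RT, luminescence read. Rescued growth = division inhibition.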
Tb PFK block = blocks T. brucei phosphofructokinase; 330,000 compounds, 0.17% hits; O15648; T. brucei PFK, ADP-Glo luminescence; AID 485367; Potency, µM (doses to about 57.5 µM), for inactives: at the top dose activity, negative = inhibition, most hits filed as inhibitors;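 also: potency is read from the fitted curve at half-maximal effect; 0% = uninhibited 1x PFK enzyme wells and -100% = no-enzyme wells; nearly all actives have a fitted effect of over 60% in size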
Target sequence (O15648 whole entry, looked up): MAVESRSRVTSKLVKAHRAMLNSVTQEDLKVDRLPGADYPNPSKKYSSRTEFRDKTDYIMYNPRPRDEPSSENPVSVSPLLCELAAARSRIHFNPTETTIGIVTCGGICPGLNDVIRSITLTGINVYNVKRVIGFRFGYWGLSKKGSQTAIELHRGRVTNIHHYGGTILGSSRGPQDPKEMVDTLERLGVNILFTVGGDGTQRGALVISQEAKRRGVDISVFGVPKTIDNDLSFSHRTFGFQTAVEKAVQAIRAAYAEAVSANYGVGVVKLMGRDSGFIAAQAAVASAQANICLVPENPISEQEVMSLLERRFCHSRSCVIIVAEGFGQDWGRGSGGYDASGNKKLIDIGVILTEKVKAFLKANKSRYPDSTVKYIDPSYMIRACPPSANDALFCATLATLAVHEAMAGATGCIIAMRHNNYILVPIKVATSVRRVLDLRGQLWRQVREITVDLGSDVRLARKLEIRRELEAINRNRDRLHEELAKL
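1.25 nM PFK with 0.5 mM F6P and 0.1 mM ATP in 0.1 M TEA pH 8.0, 5 mM MgCl2, incubated 45 min at room temperature; ADP measured by ADP-Glo luminescence; compounds titrated up to 57 uM.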
USP2a block = USP2a (human) protease inhibition | O75604 | USP2 core, Ub-CHOP2 coupled fluorogenic reporter, 485/531 | Potency, µM (top dose mostly 38.3 µM), for the others: top-dose activity change, negative = inhibition, actives largely listed as inhibitors | 330,000 compounds, 0.01% hits | AID 463254;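 also: potency is read from the fitted curve at half-maximal effect; plate controls were DMSO wells for no effect and full inhibition by NEM control for full effect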
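Cell-free coupled assay: 10nM USP2 core preincubated 30min RT with compound in Tris-HCl pH 8.0/CaCl2/CHAPS buffer, then 25nM Ub-CHOP2 and 25nM reporter substrate; fluorescence (Ex 485/Em 531) read after 60min RT, normalized to NEM inhibition, concentration-response curves fitted.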
uPA generation = inhibitors of cell surface uPA generation | AID 540303 | 330,000 compounds, 0.31% hits | Potency, µM (titrated, usually from 38.3 µM), for inactives: at the top dose activity change, negative = inhibition, most hits filed as inhibitors | cell surface uPA generation assay, qHTS; active = well fitted inhibition curve with a large enough effect; inconclusive = small, poorly fitted or top-dose-only effect; inactive = no such curve, though single readings can be large or run the other way; tested in mouse RAW 264.7 cells; also: potency is read from the fitted curve at half-maximal effect; % is scaled to controls: 0 for no effect and ±100 for the full control effect; nearly all actives have a fitted effect of over 55% in size
TCR act = T cell receptor activation. primary human leukocytes, anti-CD3, IL-2 HTRF, 48 h. Potency, µM (series often up to 9.22 µM), for the others: at the top dose activation of IL-2 secretion, usual class: activators. 330,000 tested, under 10 active; also: % of control where 0% means no effect
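IL-2 produced over 48 hr by a-CD3 bead-stimulated primary human leukocytes exposed to compounds was detected with a homogeneous time-resolved FRET immunoassay, 665nm acceptor signal after 320nm excitation.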
Active calls of the source: *; ? = inconclusive; . = no result given; [ ] = dose if it differs, or a comment. Unless noted, calls follow the shape of the dose curve; as a rule, active = well fitted curve in the direction sought with a large enough effect; inconclusive = small, poorly fitted or top-dose-only effect, or another doubt; inactive = no such curve, though single readings can be large; an effect the other way counts as inactive or inconclusive.

SMILES	ELG1 repair inh	TSHR antagonist	B2AR arrestin	Eya2 phos inh	BCR signal inh	PTAP TSG101 blk	Mito fusion act	Tb PFK block	USP2a block	uPA generation	TCR act
COc1ccccc1CCC(=O)Nc1ccc(OC)c(S(=O)(=O)N2CCOCC2)c1	5%	19	-0.4%	3%	-3%	-1%	-4%	-3%	1%	0%	-5%
CCOc1ccc(CCNC(=O)C2CCN(c3ccc(N4CCOCC4)nn3)CC2)cc1OCC	7%	7	-0.1%	7%	0%	0%	-3%	0%	0%	3%	-11%
O=C1Nc2ccc(Br)cc2C1=C1CCCCC1	?	-1	-0.5%	-6%	-5%	-3%	2%	-1%	4%	-6%	4%
CCOc1cccc(CNn2cnnc2)c1OCc1ccccc1	-5%	-2	-0.2%	10%	-6%	-1%	-1%	-7%	-1%	0%	4%
CCOC(=O)c1c(CC(C)C)csc1NC(=O)COC(=O)c1ccc(O)cc1	-27%	-12	-0.5%	-24%	4%	-1%	-1%	-9%	-1%	4%	0%
CCCCc1cc(=O)oc2cc(O)ccc12	-1%	7	0.3%	13%	-14%	-8%	-4%	-11%	5%	-4%	7%
Cc1cccc(N(C(=O)c2snc(C(N)=O)c2N)C(C(=O)NCC2CCCO2)c2ccc(N(C)C)cc2)c1 (configuration not stated)	-17%	2	0.0%	-7%	9%	1%	-9%	0%	4%	3%	6%
Cc1nc2sccn2c(=O)c1S(=O)(=O)Nc1ccc(N2CCOCC2)c(Cl)c1	-22%	-2	-0.1%	-6%	-15%	-2%	3%	3%	-1%	?	0%
c1ccc(Cn2nnc(CNc3ccccc3)c2-c2c(CNc3ccccc3)nnn2Cc2ccccc2)cc1	-3%	-8	-0.6%	10%	?	9%	10%	-4%	-9%	-5%	-1%
C/C(=N\OCC(=O)Nc1ccc(Br)cc1)c1cccs1	12%	-36	0.4%	2%	1%	-9%	-3%	-2%	4%	-23%	3%
CCN(CC)S(=O)(=O)c1cc(C(=O)OCC(=O)Nc2ccc(-c3nc4ccc(C)cc4s3)cc2)ccc1F	?	14	0.0%	10%	2%	0%	-1%	2%	4%	-7%	.
O=C(OCC(=O)N1CCCCCC1)c1cccs1	?	-11	0.1%	5%	12%	5%	1%	-2%	1%	-2%	-1%
O=C(O)CC1(CC(=O)Nc2ccc(F)c(Cl)c2)CCCCC1	-20%	-12	0.0%	2%	8%	-7%	4%	1%	3%	3%	3%
Nc1ccc2c(c1)COC2=O	?	2	0.1%	-3%	5%	0%	4%	-5%	2%	1%	7%
Cc1cccc(N(C)S(=O)(=O)c2nnc(NC(=O)c3ccco3)s2)c1	7%	-9	0.5%	9%	11%	-3%	?	0%	2%	-3%	2%
Cc1ccccc1C(C(=O)NCc1ccco1)N(CC1CCCO1)C(=O)Cn1nnc2ccccc21 (configuration not stated)	?	17	-1.0%	7%	4%	-2%	5%	-1%	-11%	2%	-23%
CCOc1ccc(C2C(C(=O)c3cccs3)=C(O)C(=O)N2CCCn2ccnc2)cc1 (configuration not stated)	?	32	0.0%	-15%	-2%	1%	1%	-7%	-1%	1%	-8%
COc1ccc(/C=C/C(=O)OCC(=O)Nc2cc3oc4ccccc4c3cc2OC)cc1	16%	-9	-0.1%	-2%	3%	.	-3%	-3%	0%	.	.
N#Cc1ccc(COC(=O)CSc2nnc(C3CCCCC3)n2N)cc1	14%	9	0.4%	21%	4%	-5%	0%	3%	-1%	0%	.
C=CCn1c(=O)c2c(nc3n2CCCN3CCc2ccc(OC)c(OC)c2)n(C)c1=O	-2%	-5	-0.3%	-14%	6%	1%	8%	14%	-2%	-6%	4%
CCC1(c2ccccc2)NC(=O)N(CC(=O)Nc2ccc(S(N)(=O)=O)cc2)C1=O (configuration not stated)	2%	10	-0.9%	-3%	1%	0%	-3%	-3%	2%	11%	-11%
O=C(CSc1n[nH]c(-c2ccncc2)n1)Nc1ccccc1C(F)(F)F	-3%	-7	0.1%	8%	?	0%	2%	0%	0%	4%	1%
Cc1ccc(S(=O)(=O)N2CCC(C(N)=O)CC2)cc1C(=O)NC1CCCCC1	-6%	12	-0.4%	5%	-1%	-5%	-4%	0%	-4%	2%	2%
CCC(C)(C)NC(=O)CN(Cc1ccc2c(c1)OCO2)C(=O)CCC(=O)Nc1ccccn1	-24%	32	-0.2%	-2%	-1%	-2%	6%	1%	-3%	-5%	-1%[46.1 µM]
CCCN1C/C(=C/c2cccc([N+](=O)[O-])c2)C(=O)/C(=C/c2cccc([N+](=O)[O-])c2)C1	-24%	22	-0.2%	-5%	2%	-2%	5%	3%	1%	-3%	-4%
Cc1ccc(NC(=O)C2C(=O)N(CCO)C3(C)CC2c2ccccc2O3)cc1 (configuration not stated)	?	-2	0.6%	4%	?	0%	-3%	0%	0%	1%	1%[46.1 µM]
COc1ccc(C(=O)C(Sc2nnc(C)c(=O)[nH]2)c2ccc(OC)cc2)cc1 (configuration not stated)	0%	-1	0.3%	-11%	0%	0%	1%	0%	-12%	7%	2%
CCCC(=O)N=C1SC2CS(=O)(=O)CC2N1c1ccc(CC)cc1 (configuration not stated)	-8%	32	-0.4%	-4%	-2%	1%	3%	-2%	4%	-13%	-2%
CCOC(=O)C1CCN(c2ncnc3c2cnn3-c2ccc(OC)cc2)CC1	-5%	-13	-4.6%	-8%	-2%	-4%	?	2%	5%	.	1%
N#C/C(=C\c1cccs1)C(=O)Nc1nccs1	?	-3	0.0%	2%	?	2%	2%	17%	0%	-2%	2%
C=CCNC(=O)/C(C#N)=C/c1cn(-c2ccccc2)nc1-c1cccs1	-3%	-18	-0.3%	-5%	-5%	0%	3%	-2%	2%	-5%	-1%
CCOC(=O)C1=NNC(C(=O)c2ccccc2)C1c1ccc(Cl)cc1 (configuration not stated)	-4%	-1	-1.2%	0%	10%	0%	19%	-11%	0%	-1%	-3%
O=C(NCCCN1CCN(c2cccc(Cl)c2)CC1)C1(S(=O)(=O)c2ccc(Cl)cc2)CC1	?	3	0.2%	5%	-11%	-11%	7%	0%	-7%	1%	.
O=C(CN1C(=O)NC2(CCCCC2)C1=O)NCC(=O)Nc1ccc(F)c(F)c1	5%	6	0.0%	-27%	-3%	-2%	0%	0%	2%	13%	3%
COc1ccc(C(=O)CSc2nnc(NC(=O)C3CC(=O)N(c4ccccc4C)C3)s2)cc1 (configuration not stated)	-11%	-8	4.8%	-4%	9%	9%	-2%	-3%	0%	-1%	1%[46.1 µM]
COc1cccc(CNC(=O)CCC2CCCN(C(=O)c3ccccc3N(C)C)C2)c1 (configuration not stated)	-19%	11	0.3%	4%	0%	-1%	0%	1%	3%	-12%	6%
Cc1cc(=O)[nH]c(-c2ccc(C(F)(F)F)cc2)n1	1%	-1	0.7%	0%	11%	0%	3%	1%	3%	1%	-5%
Cc1cccc(NC(=O)NNC(=O)c2cc3occc3[nH]2)c1C	6%	9	0.2%	-3%	0%	-3%	0%	-6%	0%	0%	3%
CCOc1ccc(CNC(=O)C2CCCN(S(=O)(=O)N3CC(C)CC(C)C3)C2)cc1OC (configuration not stated)	8%	-6	0.2%	3%	0%	-3%	-3%	2%	4%	6%	1%
Cn1cc([N+](=O)[O-])c(C(=O)NCc2ccccc2)n1	14%	-8	0.2%	-3%	-1%	-1%	0%	-2%	-2%	3%	-5%
Cc1ccc(S(=O)(=O)Nc2c(C)nc3nc(C)[nH]n3c2=O)c(C)c1	14%	7	-0.2%	-15%	7%	-9%	-2%	-2%	2%	-2%	8%
CS(=O)(=O)c1ccc(Cl)c(NC(=O)CCCc2nc3ccccc3c(=O)[nH]2)c1	1%	1	0.3%	8%	9%	-3%	-4%	0%	0%	2%	-4%
CCOc1ncccc1C(=O)N(C)CC(=O)Nc1ccc(F)cc1	11%	25	0.1%	15%	-1%	0%	-1%	-6%	5%	1%	1%[46.1 µM]
Cc1cccc(NNC(N)=S)c1	1%	-9	0.5%	?	-3%	1%	0%	-1%	1%	-6%	4%
COc1ccc(NC(=O)CN(C)C(=O)CCSc2ccc(C)cc2)cc1	-4%	-2	0.1%	3%	?	-3%	13%	0%	4%	-3%	12%
